# Screening data: PubChem BioAssay, National Center for Advancing Translational Sciences (NCATS)
# aGlu spleen mod = inhibits or activates alpha-glucosidase in human spleen homogenate; Potency, µM (doses to about 79.9 µM), without a hit: at the top dose activity change, negative = inhibition, actives largely listed as inhibitors; P10253; AID 2112; 240,000 compounds, 0.006% hits; human spleen homogenate, 4-MU-alpha-glucoside fluorescence;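 also: 0% = enzyme with vehicle and -100% = no enzyme basal signal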
#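 Human spleen homogenate (1 ug) with 4-methylumbelliferyl-alpha-D-glucopyranoside (1 mM final) in 50 mM citrate/phosphate pH 5.0, 0.01% Tween-20; 40 min at 37 C. Stopped at pH 10; 4-MU fluorescence Ex 365/Em 440 nm; AC50 by Hill fit.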
# GAA inh = alpha-glucosidase (human) inhibition; P10253; purified human GAA, 4-MU-alpha-glucoside fluorescence; Potency, µM (top dose mostly 76.9 µM), for inactives: top-dose activity change, negative = inhibition, actives largely listed as inhibitors; 200,000 compounds, 0.005% hits;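 also: plate controls were uninhibited enzyme wells for no effect and no-enzyme background for full effect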
#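 Fluorogenic assay: 4 nM human alpha-glucosidase with 400 uM 4-methylumbelliferyl-alpha-D-pyranoside in 50 mM citrate/phosphate, 0.005% Tween-20, pH 5.0, 20 min at room temperature. Compounds tested up to 77 uM; AC50 from Hill fits.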
# HTT aggregate = reduces HttQ103-GFP aggregates in PC12 cells; 220,000 compounds, 1.1% hits; AID 1688; Potency, µM (doses to about 46.1 µM), for the others: top-dose activity change, negative = inhibition, most hits filed as inhibitors; PC12 HttQ103-GFP aggregates, Acumen cytometry, 40 h; also: % is scaled to controls: 0 for no effect and ±100 for the full control effect; nearly all actives have a fitted effect of over 60% in size
#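 Huntingtin Q103 exon 1–GFP aggregates in induced PC12 cells (100 nM tebufenozide) were quantified by cytometry from lysates, with compounds dosed in titration.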
# HTT ATP protect = protects HTT-Q103 PC12 cells, measured by ATP; 230,000 compounds, 0.14% hits; Potency, µM (titrated, usually from 56.4 µM), for the others: cytoprotection (ATP increase), hits mostly activators; AID 1471; PC12 HTT-Q103 induced, cytoprotection, ATP luminescence, 40 h;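 also: % of control where 0% means no effect; nearly all actives have a fitted effect of over 45% in size; toxic huntingtin expression switched on by the ecdysone agonist tebufenozide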
#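 Compounds added alongside 100 nM tebufenozide, which induces toxic Q103 huntingtin exon 1-GFP in stable PC12 cells; surviving cells quantified by luminescent ATP measurement. Medium: phenol red-free DMEM, 5% equine and 5% calf serum.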
# GAA glycogen mod = alters human alpha-glucosidase cleavage of glycogen. 300,000 compounds, 0.38% hits. recombinant GAA, glycogen substrate, Amplex Red glucose oxidase fluorescence. Potency, µM (titrated, usually from 76.4 µM), without a hit: at the highest dose activity change, negative = inhibition, most hits filed as inhibitors. P10253;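 also: 0% = full enzyme reaction and -100% = no-enzyme basal signal; the screen sought inhibitors and activators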
#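 Recombinant human alpha-glucosidase (4 nM final) hydrolysed bovine liver glycogen (30 ug) for 40 min at 37 C in pH 5.0 citrate/phosphate with 0.01% Tween-20. Released glucose detected by glucose oxidase/Amplex Red, Ex 573/Em 610 nm. Compounds up to 77 uM; AC50 from Hill fits.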
# IMPase Li inh = cell-permeable IMPase inhibitors with lithium potentiation. CHO-M1 cells, IP1 TR-FRET (IP-One), carbachol + lithium. Potency, µM (top dose mostly 59.4 µM), for the others: at the highest dose activity, negative = IMPase inhibition, usual class: inhibitors. 210,000 compounds, 0.35% hits. AID 1457;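 also: IP1 builds up when IMPase is blocked and the TR-FRET signal falls; plate controls were basal vehicle for no effect and high inhibitor control for full effect; nearly all actives have a fitted effect of over 50% in size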
#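 Test compounds were applied to CHO-M1 cells previously cultured for 16–30 h at 2000 per well. A small lithium amount accompanied them; after 30 min at 37C, IP1 was quantified by TR-FRET.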
# GoLoco inh red = inhibitors of human Gai1-RGS12 GoLoco interaction (red fluorophore); Gai1:RGS12 GoLoco peptide FP, rhodamine, 10 min; Potency, µM (titrated, usually from 61.6 µM), inactives show at the highest dose activity, negative = inhibition, actives largely listed as inhibitors; P63096; AID 880; 230,000 compounds, 0.44% hits; active = well fitted inhibition curve with a large enough effect, not every such curve was filed as active; inactive = no such curve, though single readings can be large or run the other way; also: % is scaled to controls: 0 for no effect and ±100 for the full control effect; nearly all actives have a fitted effect of over 30% in size; many of its hits are not listed in these tables
# Target sequence (P63096 whole entry, looked up): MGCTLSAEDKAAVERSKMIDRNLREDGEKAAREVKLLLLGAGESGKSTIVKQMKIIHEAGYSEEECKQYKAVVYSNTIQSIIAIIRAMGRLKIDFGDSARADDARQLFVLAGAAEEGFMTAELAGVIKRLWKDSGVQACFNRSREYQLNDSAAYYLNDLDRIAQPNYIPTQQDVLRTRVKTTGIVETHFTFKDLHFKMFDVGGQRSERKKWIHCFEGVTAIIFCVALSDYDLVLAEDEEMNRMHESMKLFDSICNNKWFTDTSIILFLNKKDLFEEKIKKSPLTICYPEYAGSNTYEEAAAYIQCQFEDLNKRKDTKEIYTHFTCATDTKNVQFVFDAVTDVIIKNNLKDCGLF
# * marks the source's active call; other numbers are inactive results; ? = inconclusive; · = no result given; [ ] = another dose, or the depositor's remark. Unless noted, calls follow the shape of the dose curve; as a rule, active = well fitted curve in the direction sought with a large enough effect; inconclusive = small, poorly fitted or top-dose-only effect, or another doubt; inactive = no such curve, though single readings can be large; an effect the other way counts as inactive or inconclusive. Potency is read from the fitted curve at half-maximal effect.
# The opening 4 entries, to show the layout:
canonical_smiles	aGlu spleen mod	GAA inh	HTT aggregate	HTT ATP protect	GAA glycogen mod	IMPase Li inh	GoLoco inh red
O=c1oc(-c2ccccc2NS(=O)(=O)c2ccc(F)cc2)nc2ccccc12	-8%	?	2%[9.22 µM]	-4%[10 µM]	-4%	·	6%
CCn1c(SCC(=O)N/N=C/C=C/c2ccco2)nnc1-c1ccc(OC)cc1	-6%	7%	10%	7%[10 µM]	9%	-2%	0%
COCc1c(C(=O)OCc2c(C)noc2C)oc2ccccc12	4%	2%	-12%	-11%	0%	-5%	9%
CSCC[C@H](NC(=O)C(C)Oc1ccc(Cl)cc1)c1nc2ccccc2[nH]1 (stereo partly drawn)	-5%	?	-15%	9%[10 µM]	10%	4%	10%

# All compounds of this part, previewed entries included:
canonical_smiles	aGlu spleen mod	GAA inh	HTT aggregate	HTT ATP protect	GAA glycogen mod	IMPase Li inh	GoLoco inh red
O=c1oc(-c2ccccc2NS(=O)(=O)c2ccc(F)cc2)nc2ccccc12	-8%	?	2%[9.22 µM]	-4%[10 µM]	-4%	·	6%
CCn1c(SCC(=O)N/N=C/C=C/c2ccco2)nnc1-c1ccc(OC)cc1	-6%	7%	10%	7%[10 µM]	9%	-2%	0%
COCc1c(C(=O)OCc2c(C)noc2C)oc2ccccc12	4%	2%	-12%	-11%	0%	-5%	9%
CSCC[C@H](NC(=O)C(C)Oc1ccc(Cl)cc1)c1nc2ccccc2[nH]1 (stereo partly drawn)	-5%	?	-15%	9%[10 µM]	10%	4%	10%
CC1CCCN(S(=O)(=O)Cc2ccc(Cl)cc2)C1 (stereo not drawn)	6%	-5%	-14%	14%	-16%	19%[38.3 µM]	7%
Cc1ccnc(NC(=O)c2ccc(N3C(=O)CCC3=O)cc2)c1	0%	-8%	-9%	-9%	8%	3%[38.3 µM]	12%
CC(C)CCNC(=O)NC(=O)COC(=O)C1=COCCO1	-16%	-15%[15.4 µM]	-1%	11%	4%	-15%[38.3 µM]	14%
COC(=O)c1ccc(C)c(NC(=O)c2ccc(Cn3cc([N+](=O)[O-])cn3)o2)c1	10%	-26%	?	-14%[10 µM]	0%	2%	3%
O=C(CSc1ccsc1[N+](=O)[O-])N1CCN(c2ccccc2)CC1	-9%	-3%	2%	33%[10 µM]	8%	5%	12%
C=CCn1c(SCC(=O)NC(=O)NCC(C)C)nnc1C1CCCCC1	-3%	-6%	-9%	1%[10 µM]	6%	-4%[38.3 µM]	-2%
O=C(C1CCCN(S(=O)(=O)Cc2ccccc2)C1)N1CCC(Cc2ccccc2)CC1 (stereo not drawn)	-9%	-5%	?	-29%	1%	41%[activator][38.3 µM]	2%
COc1ccccc1CNC(=O)C1CCN(S(C)(=O)=O)CC1	-1%	2%	-7%	-3%	-3%	-2%[38.3 µM]	-6%
O=C(COC(=O)c1cccnc1Nc1ccccc1F)NCCN1C(=O)CSC1=O	-9%	-3%	3%	8%	1%	15%[38.3 µM]	1%
Cc1ccc2c(c1)C(=O)C(=O)N2CCCOc1ccccc1C	-3%	?	7%[9.22 µM]	-5%[10 µM]	-2%	4%	-52%
COc1ccc2[nH]c(C)c(C(=O)CN3CCN(C/C=C/c4ccccc4)CC3)c2c1	-3%	-6%	19%	-42%[inhibitor]	0%	3%[38.3 µM]	-9%
N=S(=O)(O)Cc1noc2ccccc12	10%	·	·	·	·	23%	13%
C#CCO[C@@H]1C[C@H](n2cnc3c(NC(=O)c4ccccc4)ncnc32)O[C@@H]1CO	0%	·	22%[9.22 µM]	14%[10 µM]	6%	·	3%
COc1nc(OC)nc(N(C)CCO)n1	2%	-1%	-8%	-7%	2%	9%[38.3 µM]	-7%
CCCCn1c(CN2CCN(c3cccc(Cl)c3)CC2)nc2c1c(=O)n(C)c(=O)n2C	-17%	?	-14%	-5%[0.074 µM]	-1%	27%[38.3 µM]	2%
COc1cc(C(=O)N2CC(C)OC(C)C2)c([N+](=O)[O-])cc1OC (stereo not drawn)	-15%	6%	16%	-4%[10 µM]	0%	-6%	2%
Cc1noc(C)c1COC(=O)c1cc2c3ccccc3n(C)c2s1	-6%	-3%	-13%	2%	1%	22%[38.3 µM]	-4%
O=C(CN1CCCN(Cc2ccc(F)cc2Cl)C1=O)NC1CCCCCC1	7%	-6%	17%	-3%	3%	37%[activator][38.3 µM]	8%
COc1cc(C(=O)OCCN2CCOCC2)ccc1O	1%	-6%	-2%[9.22 µM]	1%[0.074 µM]	5%	-3%[38.3 µM]	1%
CCOC(=O)CSc1nc2ccccc2c(=O)n1CC1COc2ccccc2O1 (stereo not drawn)	6%	-3%	3%	-36%	-23%	8%[38.3 µM]	1%
CC(=O)Nc1cccc(NC(=O)Nc2cccc(F)c2)c1	-6%	·	10%[9.22 µM]	-5%[10 µM]	-9%	3%	0%
N#Cc1nc(-c2ccccc2)oc1NCc1ccco1	1%	?	8%	-13%[10 µM]	-22%	18%[38.3 µM]	-6%
Cc1cnc(NC(=O)CCCSc2nc3ccccc3s2)s1	-1%	2%	-16%	14%	-6%	-18%[38.3 µM]	-4%
COc1ccc(CNc2nc(NCc3ccc(OC)cc3)n(S(C)(=O)=O)n2)cc1	-1%	-2%	3%	-8%	-8%	15%[38.3 µM]	-1%
CCC(=O)N1N=C(c2ccc(NS(=O)(=O)CC)cc2)CC1c1ccc(C)cc1 (stereo not drawn)	26%	?	2%	-12%	2%	1%	7%
CCCc1c(O)c2ccccc2[nH]c1=O	-7%	3%	12%	-8%	6%	-14%[38.3 µM]	8%
CCOc1ccccc1NC(=S)N(CCC(C)C)C1CCN(C(C)=O)CC1	·	-3%	25%	-21%	1%	5%	3%
NC(=S)Nc1ncc(C(F)(F)F)cc1Cl	-7%	4%	16%	2%[10 µM]	-12%	-6%	11%
Cc1cc(NC(=O)CSc2nccn2-c2ccc(F)cc2)no1	-17%	-3%	14%	-2%	13%	-8%[38.3 µM]	3%
CSc1nc2nc(C(F)(F)F)cc(-c3ccccc3)n2n1	3%	6%	2%	2%	5%	23%[38.3 µM]	4%
CCOc1ccc(-c2ccc(SC)nn2)cc1	·	-5%	-1%	-182%[inhibitor]	1%	-4%	6%
Cc1ccc(-n2c(SCC(=O)N(C)C3CCS(=O)(=O)C3)nc3ccccc3c2=O)cc1 (stereo not drawn)	-6%	0%	14%	4%[10 µM]	2%	14%	9%
S=c1nc(C23CC4CC(CC(C4)C2)C3)[nH][nH]1	4%	·	-2%[9.22 µM]	20%[10 µM]	-23%	·	3%
CCCCOc1ccc(C(=O)NCCCC(=O)N2CCCCC2)cc1	-14%	-5%	-1%	-2%	-1%	3%[38.3 µM]	5%
OCC1CCCN(c2nc(CN3CCCCC3)nc3scc(-c4ccccc4)c23)C1 (stereo not drawn)	-6%	-1%	-15%	2%[1.9 µM]	15%	9%	-9%
Cc1cccc(-c2noc(CCC(=O)NCC3CCCO3)n2)c1 (stereo not drawn)	1%	-1%	-16%	19%	-3%	18%[38.3 µM]	1%

# An excerpt of these results, with values under each structure.
# Value order – aGlu spleen mod	GAA inh	HTT aggregate	HTT ATP protect	GAA glycogen mod	IMPase Li inh	GoLoco inh red
> O=C(CSc1ccsc1[N+](=O)[O-])N1CCN(c2ccccc2)CC1
→ -9%	-3%	2%	33%[10 µM]	8%	5%	12%
> CSCC[C@H](NC(=O)C(C)Oc1ccc(Cl)cc1)c1nc2ccccc2[nH]1 (stereo partly drawn)
→ -5%	?	-15%	9%[10 µM]	10%	4%	10%

# In a second layout: entries from further up.
# The line under a structure holds: aGlu spleen mod | GAA inh | HTT aggregate | HTT ATP protect | GAA glycogen mod | IMPase Li inh | GoLoco inh red
CSc1nc2nc(C(F)(F)F)cc(-c3ccccc3)n2n1
    3% | 6% | 2% | 2% | 5% | 23%[38.3 µM] | 4%
CCOc1ccc(-c2ccc(SC)nn2)cc1
    · | -5% | -1% | -182%[inhibitor] | 1% | -4% | 6%
Cc1ccc(-n2c(SCC(=O)N(C)C3CCS(=O)(=O)C3)nc3ccccc3c2=O)cc1 (stereo not drawn)
    -6% | 0% | 14% | 4%[10 µM] | 2% | 14% | 9%
S=c1nc(C23CC4CC(CC(C4)C2)C3)[nH][nH]1
    4% | · | -2%[9.22 µM] | 20%[10 µM] | -23% | · | 3%
CCCCOc1ccc(C(=O)NCCCC(=O)N2CCCCC2)cc1
    -14% | -5% | -1% | -2% | -1% | 3%[38.3 µM] | 5%
OCC1CCCN(c2nc(CN3CCCCC3)nc3scc(-c4ccccc4)c23)C1 (stereo not drawn)
    -6% | -1% | -15% | 2%[1.9 µM] | 15% | 9% | -9%

# More results
canonical_smiles	aGlu spleen mod	GAA inh	HTT aggregate	HTT ATP protect	GAA glycogen mod	IMPase Li inh	GoLoco inh red
CCN(CC)c1nc(Nc2ccccc2)nc(Oc2ccc(=O)n(C)n2)n1	-12%	-8%	12%	-27%[10 µM]	-7%	5%[38.3 µM]	-19%
C=CCSSSCC=C	17%	·	-39%	-34%[inhibitor]	·	7%	2%
Nc1ccc(Nc2nc(-c3cc4ccccc4oc3=O)cs2)cc1	3%	8%	27%[9.22 µM]	-10%[10 µM]	?	11%	15%
COc1ccc(S(=O)(=O)n2nc(OC(=O)c3ccco3)cc2N)cc1	3%	-2%	-7%	-16%[10 µM]	-1%	-2%[38.3 µM]	5%
COc1cccc(NC(=O)Nc2ccc(C(C)(C)C)cc2)c1	-17%	-1%	?	3%[10 µM]	-22%	19%	-2%
COC(=O)N1CCC2(CC1)CN(c1ccccn1)C2	3%	·	·	-21%	·	21%	8%
NNC(=O)c1cc2ccccc2[nH]1	5%	-3%	-14%	10%[10 µM]	?	5%	8%
O=C(O)c1ccccc1S(=O)(=O)Cc1ccccc1	-6%	-8%	4%	7%	2%	5%[38.3 µM]	0%
CCCCN(C)C(=O)c1nc2ccccn2c1CN1CCN(C(=O)c2cccs2)CC1	-1%	-5%	8%	-42%	-19%	14%	2%
Cc1cc(C(=O)CSc2nncs2)c(C)n1-c1ccc2c(c1)OCO2	-2%	-9%	?	-15%[10 µM]	-15%	11%[38.3 µM]	13%

# These rows are one share of the data; rates above refer to the full screens.
